From PubChem
Peg3 promoter – Peg3 promoter-driven luciferase inhibitors, primary screen, cell-based, HeLa, luciferase luminescence; HeLa PEG-Prom luciferase reporter, overnight; inhibition, % at 20 µM; 1.7% of 360,000 active;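 active means inhibition of at least 50% at 20 µM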
TROY signal inh – inhibitors of TROY-driven NF-kB signaling, primary screen, Q293 LMP1-TROYcd cells, NF-kB luciferase, uHTS. Q293 LMP1-TROYcd NF-kB luciferase reporter, 4 h. 0.98% of 360,000 active. inhibition, % at 10 µM. AID 1347056, 2019;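 active means compounds whose plate-normalised and pattern-corrected inhibition of the luciferase reporter signal at the single screening dose is 50% or more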
NR2E3 ag-1 – inhibitors of NR2E3-RetCOR corepressor binding, primary screen, NR2E3 agonist project, biochemical, TR-FRET, GST-NR2E3, biotin-RetCOR; 1536-well; 0.12% of 320,000 active; inhibition of corepressor binding, % at 4.78 µM; AID 2300, 2010;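 active means percent inhibition above the cutoff of mean plus 3 SD of all tested compounds, set per screening campaign, cut at about 20% in these data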;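 further: 0% = DMSO wells and 100% = biotin wells as full block of FRET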
Target sequence (Q9Y5X4 whole entry, looked up): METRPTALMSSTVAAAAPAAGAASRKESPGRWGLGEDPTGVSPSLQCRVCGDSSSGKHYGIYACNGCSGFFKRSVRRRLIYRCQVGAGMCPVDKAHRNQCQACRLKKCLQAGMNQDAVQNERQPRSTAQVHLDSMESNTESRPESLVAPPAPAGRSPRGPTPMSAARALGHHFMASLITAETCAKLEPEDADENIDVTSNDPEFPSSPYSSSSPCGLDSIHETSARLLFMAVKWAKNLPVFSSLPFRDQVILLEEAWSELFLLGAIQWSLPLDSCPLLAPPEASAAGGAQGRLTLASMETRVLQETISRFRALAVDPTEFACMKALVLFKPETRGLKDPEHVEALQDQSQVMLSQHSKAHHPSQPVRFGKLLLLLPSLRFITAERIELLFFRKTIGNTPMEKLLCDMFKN
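Test system: GST-NR2E3 and biotin-RetCOR proteins | Quantity: 1.35 nM GST-tagged NR2E3 final | Medium: Tris pH 7.5 | Also added: 7 nM biotin-RetCOR | Dosing: Compound at 4.8 µM, single dose | Timing: 5 h at 4 °C | Detection: Time-resolved FRET | Read-out basis: Percent inhibition | Benchmarks: Biotin wells as high control, 0.6% DMSO wells as low control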
KKLEB tox – cytotoxicity in KKLEB CF airway cells, primary screen, cytotoxicity control for CF NF-kB inhibitor project, cell-based, uHTS, fluorescence assay plates; KKLEB CF airway cells viability, ATPlite luminescence, overnight; stronger effect = lower value; cells stimulated with P. aeruginosa culture filtrate; activity change (cytotoxicity), % at 5 µM; 0.36% of 360,000 active;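 active means corrected activity change at or below -50% at 5 µM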
TRPM1 prom inh – inhibitors of MITF-dependent TRPM1 promoter reporter, primary screen, cell-based, SK-MEL-5, single point, luciferase | SK-MEL-5 TRPM1 promoter luciferase, 24 h | inhibition, % at 12.5 µM | 0.83% of 330,000 active | AID 488899, 2010;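 active means mean inhibition across replicates of 60% or more, whatever share of single replicates reaches that level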; further: values of inactives mirror those of a sister screen read the other way
C8 TRAIL sens – viability loss with TRAIL in NB7+C8 cells, primary screen, TRAIL sensitizer project, cell-based, ATPlite luminescence | inhibition (viability loss, TRAIL sensitization), % at 10 µM | 1% of 360,000 active;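 active means compounds causing at least 50% loss of cell viability in the single-dose screen, relative to plate controls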
NR2E3 ag-2 – NR2E3 agonists in two-hybrid cells, primary screen, cell-based, luminescence, CHO-S, Gal4-NCOR/VP16-NR2E3. 0.35% of 360,000 active. inhibition of corepressor binding, % at 3.98 µM. luciferase. AID 602229, 2012;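 active means inhibition above the mean of all tested compounds plus 3 SD, cut at about 70% in these data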;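 further: 0% = DMSO with NR2E3 transfected cells and 100% = cells lacking NR2E3 construct; higher means lower luciferase signal from less NR2E3 corepressor binding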
TWEAK Fn14 block – inhibitors of TWEAK-Fn14 signaling, primary screen, luciferase reporter cells, uHTS | TWEAK-stimulated Fn14 reporter cells, luciferase luminescence, 8 h | inhibition, % at 10 µM | 2% of 360,000 active | AID 1159606, 2016; in the data active means inhibition above about 50%
CF NFkB inh – inhibitors of PAF-induced NF-kB signaling, primary screen, cell-based, GFP fluorescence, uHTS; inhibition, % at 5 µM; 0.86% of 360,000 active; KKLEB NF-kB-GFP reporter, GFP fluorescence overnight;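 active means at least 50% inhibition at 5 µM, scaled per plate between neutral and stimulator controls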;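 further: PAF is a Pseudomonas aeruginosa culture filtrate used as stimulus; plate controls were PAF-stimulated DMSO wells for no effect and unstimulated DMSO wells for full effect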
HIF-2a inh – HIF-2a reporter inhibitors, primary screen, luminescence, 786-0 RCC cells; 0.72% of 360,000 active; inhibition, % at 18.8 µM; 786-0 RCC cells HIF-2a reporter, luciferase luminescence, overnight;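 active means inhibition of the luminescence signal of 40% or more relative to plate controls, in a single-dose primary screen at 18.75 µM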
Shn3 inh set2 – reduction of Shn3 3'UTR firefly luciferase signal, primary screen, Schnurri-3 inhibitor project, cell-based, Clone20 osteoblasts, set 2. Clone20 osteoblast Shn3 3'UTR firefly luciferase, 24 h. inhibition, % at 12.5 µM. 0.52% of 360,000 active. AID 588674, 2011;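 active means mean inhibition of at least 75% with every replicate also reaching 75%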;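 further: 0% = median of neutral control wells and 100% = pilot-screen positive control compound; some compounds past the cut are filed as inactive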
An asterisk follows results filed as active; / = not tested or not shown. Only part of the results is shown; rates above refer to the full screens.

Assay codes: A = Peg3 promoter; B = TROY signal inh; C = NR2E3 ag-1; D = KKLEB tox; E = TRPM1 prom inh; F = C8 TRAIL sens; G = NR2E3 ag-2; H = TWEAK Fn14 block; I = CF NFkB inh; J = HIF-2a inh; K = Shn3 inh set2
(1) Cc1cc(C)nc(SCC(=O)Nc2ncc3c(n2)CCCC3=O)n1
  A: 6 | B: 1 | C: -3 | D: 4 | E: 3 | F: -6 | G: -18 | H: -5 | I: -19 | J: 11 | K: 8

(2) CCN(CC)c1ccc(Nc2cc3n(c(=O)n2)CCc2cc(OC)c(OC)cc2-3)cc1
  A: 18 | B: 30 | C: -4 | D: -25 | E: -4 | F: -4 | G: 31 | H: 28 | I: 45 | J: 15 | K: 16

(3) COCCNC(=O)CN(CCc1ccccc1)S(=O)(=O)c1ccc(Br)cc1
  A: 13 | B: 9 | C: 2 | D: 4 | E: 4 | F: 8 | G: 22 | H: 0 | I: -6 | J: 7 | K: 5

(4) Cc1ccc(Nc2ncnc3sccc23)c(C)c1
  A: -112 | B: 1 | C: -3 | D: 7 | E: -41 | F: -2 | G: -6 | H: -1 | I: 10 | J: -146 | K: -18

(5) Cc1ccccc1CC(=O)NCCN1CCCCC1
  A: 7 | B: 6 | C: 1 | D: 14 | E: 8 | F: -10 | G: -23 | H: 7 | I: -3 | J: 18 | K: 12

(6) Cc1ccccc1NC(=O)c1cnn(-c2ccccc2)c1NC(=O)c1ccco1
  A: 10 | B: -22 | C: 3 | D: -7 | E: 7 | F: 0 | G: 2 | H: -1 | I: 8 | J: -4 | K: -3

(7) N#Cc1c(NC(=O)/C=C/C(=O)O)sc2c1CCN(Cc1ccccc1)C2
  A: 8 | B: 19 | C: 1 | D: 8 | E: -3 | F: -24 | G: -6 | H: -1 | I: -7 | J: 9 | K: -13

(8) Cc1cccc(OCC(=O)Nc2ccc(N3CCN(C(=O)c4ccccc4)CC3)cc2)c1C
  A: 17 | B: 32 | C: 1 | D: -4 | E: 25 | F: 31 | G: -10 | H: -8 | I: 21 | J: 17 | K: 47

(9) COC(=O)c1ccc(CN2CCN(C3CCCC3)C(CCO)C2)cc1 (stereo not drawn)
  A: 6 | B: -14 | C: 0 | D: 1 | E: 7 | F: 8 | G: -9 | H: 3 | I: 5 | J: 13 | K: 8

(10) Cc1c(NC(=O)OCCNC(=O)COc2ccc(Cl)cc2Cl)sc(=S)n1C
  A: 8 | B: -5 | C: -2 | D: -10 | E: 1 | F: 16 | G: 11 | H: -1 | I: -13 | J: -19 | K: 24

(11) O=C(NCc1ccco1)c1cc(-c2ccccc2)nc2ccccc12
  A: 16 | B: -12 | C: -2 | D: 6 | E: -4 | F: -13 | G: -14 | H: 20 | I: -31 | J: -1 | K: 6

(12) COC(=O)COc1ccc(S(=O)(=O)N2CCN(c3ccccc3F)CC2)cc1C
  A: 7 | B: 11 | C: 3 | D: -9 | E: 3 | F: 13 | G: -1 | H: 20 | I: 2 | J: 53* | K: -57

(13) Cc1ccc(OCC(O)CNC(=O)c2ccccc2C(=O)O)cc1 (stereo not drawn)
  A: -10 | B: -30 | C: 2 | D: 2 | E: -7 | F: -1 | G: -17 | H: 6 | I: 4 | J: -9 | K: -11

(14) O=C(OCc1ccccc1)N1CCC2CC1c1cc(N3CCOCC3)ccc12 (stereo not drawn)
  A: -125 | B: -28 | C: / | D: 9 | E: -25 | F: 1 | G: -37 | H: 1 | I: -4 | J: -166 | K: 12

(15) O=[N+]([O-])c1ccc(NN=C2CCCCC2)c([N+](=O)[O-])c1
  A: 3 | B: -13 | C: / | D: 21 | E: 15 | F: 11 | G: -1 | H: 8 | I: -24 | J: -1 | K: 24

(16) COc1cc(/C=N/NC(=O)C2CCN(CC(O)COCc3ccccc3)CC2)ccc1O (stereo not drawn)
  A: 14 | B: -11 | C: -3 | D: 8 | E: -8 | F: -7 | G: -1 | H: -4 | I: -10 | J: 6 | K: -12

(17) O=C(N/N=C/c1ccc(F)cc1)c1ccc(-n2cnnn2)cc1
  A: 5 | B: -7 | C: / | D: -5 | E: 4 | F: -10 | G: -12 | H: 35 | I: -9 | J: -2 | K: 3

(18) O=C(C1=C[C@H](C2CCCCC2)C[C@H](OCCCCO)O1)N1CCN(Cc2ccc3c(c2)OCO3)CC1
  A: 0 | B: 4 | C: 2 | D: 4 | E: -5 | F: -1 | G: 2 | H: -29 | I: 8 | J: 18 | K: 7

(19) CCOC(=O)N1CCN(C(=O)c2ccc3c(c2)ncn3C2CCCC2)CC1
  A: -2 | B: 6 | C: 2 | D: 8 | E: -13 | F: -26 | G: 4 | H: 1 | I: 0 | J: -4 | K: -10

(20) COc1cccc(N(C(=O)CS(=O)CC(=O)Nc2ccc(F)cc2)C(C(=O)NC2CCCCC2)c2cccs2)c1 (stereo not drawn)
  A: 60* | B: 15 | C: 1 | D: -10 | E: 16 | F: -8 | G: 13 | H: 6 | I: -1 | J: 12 | K: 18

(21) COc1cc2c(cc1OC)CN(Cc1ccccc1)CC2
  A: -3 | B: -19 | C: 4 | D: 1 | E: 19 | F: -16 | G: 15 | H: 3 | I: 1 | J: 15 | K: 11

(22) CCOC(=O)CSc1nnc([C@@H](NC(=O)OC(C)(C)C)C(C)C)o1
  A: -2 | B: -9 | C: 4 | D: -10 | E: -9 | F: -9 | G: 6 | H: 4 | I: 13 | J: 18 | K: -7

(23) Cc1ccccc1C=O
  A: 8 | B: -2 | C: -2 | D: 11 | E: -1 | F: -22 | G: -2 | H: -16 | I: -28 | J: 12 | K: -6

(24) O=C(Nc1ccc(N2CCOCC2)cc1)C1CC(=O)N(c2ccccc2)C1 (stereo not drawn)
  A: 2 | B: 33 | C: 3 | D: -2 | E: 4 | F: -2 | G: -25 | H: 1 | I: -2 | J: 9 | K: 14

(25) CC(=O)C[C@H]1c2cc(F)ccc2S(=O)(=O)N1c1ccc(N(C)C)cc1
  A: -19 | B: 2 | C: 2 | D: -26 | E: -17 | F: -7 | G: -13 | H: 2 | I: 14 | J: -22 | K: -32

Excerpt, compounds 1 to 3
Assay codes: A = Peg3 promoter; B = TROY signal inh; C = NR2E3 ag-1; D = KKLEB tox; E = TRPM1 prom inh; F = C8 TRAIL sens; G = NR2E3 ag-2; H = TWEAK Fn14 block; I = CF NFkB inh; J = HIF-2a inh; K = Shn3 inh set2
(1) Cc1cc(C)nc(SCC(=O)Nc2ncc3c(n2)CCCC3=O)n1
  A: 6 | B: 1 | C: -3 | D: 4 | E: 3 | F: -6 | G: -18 | H: -5 | I: -19 | J: 11 | K: 8

(2) CCN(CC)c1ccc(Nc2cc3n(c(=O)n2)CCc2cc(OC)c(OC)cc2-3)cc1
  A: 18 | B: 30 | C: -4 | D: -25 | E: -4 | F: -4 | G: 31 | H: 28 | I: 45 | J: 15 | K: 16

(3) COCCNC(=O)CN(CCc1ccccc1)S(=O)(=O)c1ccc(Br)cc1
  A: 13 | B: 9 | C: 2 | D: 4 | E: 4 | F: 8 | G: 22 | H: 0 | I: -6 | J: 7 | K: 5

(more compounds)
Assay codes: A = Peg3 promoter; B = TROY signal inh; C = NR2E3 ag-1; D = KKLEB tox; E = TRPM1 prom inh; F = C8 TRAIL sens; G = NR2E3 ag-2; H = TWEAK Fn14 block; I = CF NFkB inh; J = HIF-2a inh; K = Shn3 inh set2
(26) COc1ccc(CCNC(=O)CN2C(=O)c3cccc4cccc(c34)C2=O)cc1OC
  A: 9 | B: -11 | C: 9 | D: -20 | E: 12 | F: 0 | G: -5 | H: -8 | I: -14 | J: 5 | K: -6

(27) CCOc1ccc(Cl)cc1-c1cc(C(=O)Nc2ccc(OC)cc2OC)[nH]n1
  A: -8 | B: -15 | C: / | D: 4 | E: / | F: -1 | G: -16 | H: -12 | I: -6 | J: -9 | K: 58

(28) CCc1ccc(OCC(=O)NNC(=O)CNC(=O)c2ccc(Br)o2)cc1
  A: 4 | B: -9 | C: -1 | D: -11 | E: -1 | F: 0 | G: -6 | H: -7 | I: 15 | J: -25 | K: 2

(29) COC(=O)C(CC(=O)c1ccc(C)cc1)n1nc(C)cc1C (stereo not drawn)
  A: 12 | B: 6 | C: -1 | D: -3 | E: -2 | F: -1 | G: -1 | H: 19 | I: -3 | J: 13 | K: -3

(30) Cc1ccc(S(=O)(=O)N2CCCC2CNC(=O)c2ccc(F)c(F)c2)cc1 (stereo not drawn)
  A: 11 | B: -10 | C: 1 | D: -2 | E: 9 | F: 7 | G: 22 | H: 19 | I: -8 | J: 8 | K: 8

(31) CCN(c1ccccc1C)S(=O)(=O)c1cc2c3c(c1)CCN3C(=O)CC2
  A: 4 | B: -25 | C: -4 | D: -8 | E: -6 | F: -1 | G: -3 | H: 10 | I: 22 | J: 11 | K: -32

(32) Cc1ccc(C)c(N2CCN(C(=O)Cc3c(C(=O)O)[nH]c4ccc(Cl)cc34)CC2)c1
  A: 8 | B: 7 | C: -3 | D: -7 | E: 11 | F: -7 | G: -42 | H: 1 | I: 2 | J: 14 | K: 0

(33) CCOC(=O)C1CCN(c2c(NCCCN(CC)c3ccccc3)c(=O)c2=O)CC1
  A: 18 | B: 5 | C: -1 | D: 9 | E: 8 | F: -24 | G: -1 | H: 1 | I: 6 | J: 4 | K: 14

(34) Cc1ccc(S(=O)(=O)Nc2ccc(OCC(=O)N3CCOCC3)cc2)c(C)c1NS(C)(=O)=O
  A: 5 | B: -10 | C: 4 | D: -2 | E: 1 | F: -18 | G: 17 | H: -9 | I: 2 | J: -2 | K: -1

(35) O=C(Cc1ccc(O)cc1)N/N=C/c1cccnc1
  A: 8 | B: 18 | C: / | D: -13 | E: 9 | F: -18 | G: -55 | H: -1 | I: 13 | J: 3 | K: -42

(36) O=C(COc1ccccc1[N+](=O)[O-])N/N=C/c1ccc(OC(=O)c2ccco2)cc1
  A: -61 | B: -46 | C: 3 | D: 22 | E: 2 | F: -2 | G: -17 | H: -20 | I: -41 | J: -37 | K: 0

(37) COc1cc2c(=O)n(Cc3ccccc3)c(=O)n(CC(=O)NCCc3ccccc3)c2cc1OC
  A: 14 | B: -9 | C: 3 | D: -11 | E: -2 | F: -10 | G: 16 | H: 30 | I: -26 | J: 3 | K: 29

(38) O=C(Nc1cccc(Cl)c1)OCc1ccccn1
  A: -248 | B: -72 | C: -1 | D: 0 | E: -43 | F: 4 | G: -99 | H: 22 | I: 13 | J: -217 | K: -32

(39) CCOc1ccc(S(=O)(=O)N2CCN(c3ccccn3)CC2)cc1
  A: 19 | B: 13 | C: 1 | D: 0 | E: -1 | F: 2 | G: 13 | H: 6 | I: -10 | J: 16 | K: 11

(40) Cc1ccc(C(=O)OCC(=O)N(Cc2ccccc2)C(C)C)cc1C
  A: 1 | B: 0 | C: / | D: 0 | E: -4 | F: -11 | G: 20 | H: -6 | I: -11 | J: 11 | K: 5
